Assay outcomes: PubChem, Sanford-Burnham Center for Chemical Genomics
MPTP block – permeability transition pore inhibition. isolated mouse mitochondria, Ca2+ swelling absorbance, 30 min. inhibition, % at 10 µM. actives 1.4% (n = 360,000). AID 602449;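 active = inhibition of 50% or more, scaled per plate between neutral and stimulator controls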;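 note: 0% = DMSO wells given calcium and 100% = 1 mM EGTA wells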
mIAP inh – mouse IAP inhibition; purified mouse IAP, CDP-Star luminescence, 30 min; inhibition, % at 10 µM; actives 0.2% (n = 330,000); AID 2806;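 active = inhibition of at least 40% at 10 µM in the primary screen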;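 note: plate controls were DMSO with enzyme for no effect and no enzyme wells for full effect; values of inactives mirror those of a sister screen read the other way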
hIAP act – human IAP activation; P09923; purified human IAP, CDP-Star luminescence, 30 min; active compounds read high; 1 = vehicle-only enzyme, 0 = enzyme-free background; activation factor at 10 µM; actives 0.16% (n = 330,000); AID 2524;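 active = activation factor of the enzyme at least 2-fold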; note: the source names both 10 and 20 µM as test concentration; values of inactives mirror those of a sister screen read the other way
Target sequence (P09923 whole entry, looked up): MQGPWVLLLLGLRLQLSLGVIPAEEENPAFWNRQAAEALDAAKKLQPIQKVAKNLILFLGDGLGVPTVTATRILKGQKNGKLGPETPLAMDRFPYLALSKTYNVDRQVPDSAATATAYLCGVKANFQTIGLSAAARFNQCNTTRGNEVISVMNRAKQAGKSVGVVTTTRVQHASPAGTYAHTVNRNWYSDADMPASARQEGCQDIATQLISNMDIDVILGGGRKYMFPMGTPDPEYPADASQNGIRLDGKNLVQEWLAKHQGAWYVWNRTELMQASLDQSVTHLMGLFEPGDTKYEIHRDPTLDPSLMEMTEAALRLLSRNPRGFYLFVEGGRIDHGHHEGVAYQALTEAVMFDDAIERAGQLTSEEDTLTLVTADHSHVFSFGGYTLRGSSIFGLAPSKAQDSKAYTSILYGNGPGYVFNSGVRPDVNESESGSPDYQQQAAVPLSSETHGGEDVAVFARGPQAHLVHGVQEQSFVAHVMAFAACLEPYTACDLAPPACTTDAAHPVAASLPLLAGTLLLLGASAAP
A3A deaminase – inhibitors of human APOBEC3A DNA deaminase; inhibition, % at 20 µM; P31941; actives 0.41% (n = 330,000); recombinant A3A, FAM/TAMRA ssDNA deamination fluorescence;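 active = at least 40% inhibition at 20 µM here, with at most 30% in a related deaminase screen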;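 note: plate controls were A3A with DMSO for no effect and wells lacking A3A enzyme for full effect; some results filed as inactive read as strong as hits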
beta cell repl – induces beta-cell replication in MIN6 cells. MIN6 cells proliferation, ATPlite luminescence, 48 h; cells starved in 0.2% serum; 100% = growth in 10% serum. proliferation, % at 10 µM. actives 0.29% (n = 330,000);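 active = compounds whose signal lies at least 3.5 SD above the mean of all wells on their plate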;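 note: 0% = DMSO-treated cells in low-serum medium and 100% = 10% serum control; some compounds called inactive have numbers as strong as hits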
hIAP inh – blocks human intestinal alkaline phosphatase | P09923 | purified IAP, CDP-Star luminescence, 30 min | inhibition, % at 10 µM | actives 0.12% (n = 330,000);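 active = inhibition reaching a set limit with compound at 10 µM in the primary screen, cut at about 35% in these data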;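 note: plate controls were DMSO wells with enzyme for no effect and no-enzyme buffer wells for full effect; values of inactives mirror those of a sister screen read the other way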
APOBEC3G inh – APOBEC3G (human) deaminase inhibition. Q9HC16. recombinant A3G, ssDNA deamination FAM/TAMRA fluorescence. inhibition, % at 20 µM. actives 0.28% (n = 330,000). AID 493012;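 active = inhibition of at least 40% at 20 µM, with no more than 30% in the related APOBEC3A deaminase screen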;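 note: plate controls were DMSO wells with A3G for no effect and wells lacking A3G enzyme for full effect; some compounds called inactive have numbers as strong as hits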
ATG4B inh – ATG4B (human) cysteine protease inhibition; ATG4B cleavage of LC3-PLA2, NBD-HPC fluorescence, 1 h; inhibition, % at 8.33 µM; actives 0.51% (n = 340,000); AID 504462; in the data active = inhibition above about 40%
Target sequence (Q9Y4P1 whole entry, looked up): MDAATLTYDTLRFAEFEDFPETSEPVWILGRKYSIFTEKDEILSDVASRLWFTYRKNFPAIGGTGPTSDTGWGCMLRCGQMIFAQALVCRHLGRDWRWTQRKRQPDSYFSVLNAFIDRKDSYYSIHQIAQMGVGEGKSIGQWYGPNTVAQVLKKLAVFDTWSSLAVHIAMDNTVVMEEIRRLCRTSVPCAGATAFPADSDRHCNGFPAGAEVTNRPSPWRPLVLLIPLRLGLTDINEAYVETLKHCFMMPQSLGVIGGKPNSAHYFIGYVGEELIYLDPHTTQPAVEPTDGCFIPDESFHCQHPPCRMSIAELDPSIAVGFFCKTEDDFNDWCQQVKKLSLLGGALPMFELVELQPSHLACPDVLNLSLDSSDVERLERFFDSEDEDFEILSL
mIAP act – mouse IAP activation; activation factor at 10 µM; muIAP, CDP-Star luminescence, 30 min; active compounds read high; 1 = vehicle-only enzyme signal, 0 = enzyme-free wells; actives 0.24% (n = 330,000);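 active = activation factor of at least 2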; note: the source names both 10 and 20 µM as test concentration; values of inactives mirror those of a sister screen read the other way
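System: Mouse IAP enzyme | Also added: CDP-Star substrate | Dosing: Compounds dispensed in DMSO | Schedule: 30 min enzyme-substrate-compound incubation at room temperature | Technique: Chemiluminescence readout | Control set: DMSO-only wells and no-enzyme negative control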
* hit, by the source's call.

SMILES	MPTP block	mIAP inh	hIAP act	A3A deaminase	beta cell repl	hIAP inh	APOBEC3G inh	ATG4B inh	mIAP act
c1ccc2c3c([nH]c2c1)C(C1CCCCC1)N(Cc1ncc[nH]1)CC3 (centres undefined)	3.5	-24.0	1.1	-0.3	-4.7	-9.7	-2.0	0.8	1.24
O=C1C=C(c2ccc(F)nc2)C[C@@H](c2ccc3c(c2)OCO3)C1	-0.4	2.6	0.931	-2.9	-0.7	6.9	-8.6	1.4	0.974
CCCN(C(=O)COC(=O)CCOc1ccccc1)c1c(N)n(Cc2ccccc2)c(=O)[nH]c1=O	-0.8	3.6	0.834	6.9	3.1	16.6	-7.4	-0.1	0.964
COC(=O)c1ccc2nc(NC(=O)COC(=O)CSc3nc(C)cc(C)n3)sc2c1	0.3	7.4	0.954	0.2	1.9	4.6	-1.8	14.0	0.926
O=c1c2[nH]c3ccccc3c2ncn1CCN1CCCCC1	-1.2	-9.7	0.906	-2.0	0.8	9.4	-4.2	-13.2	1.1
CCc1nnc(NC(=O)CCC(=O)N2CCCC2)s1	-0.5	4.6	0.913	-2.6	-1.9	8.7	-5.5	-12.9	0.954
COc1ccc(/C=C(/NC(=O)c2cccs2)C(=O)N2CCOCC2)cc1OC	-0.2	5.3	0.947	-0.9	1.3	5.3	-5.2	-1.7	0.947
Cc1c(/C=N\NC(=O)c2ccc([N+](=O)[O-])cc2)cnn1C	-1.1	-6.2	1.23	-1.0	-1.8	-23.1	-3.3	16.2	1.06
Cc1nc2ccc(NC(=S)N3CCOCC3)cc2nc1C	-1.1	1.2	1.1	-2.2	5.8	-10.2	-0.6	-4.0	0.988
O=C(CSc1nc2ccccc2c(=O)n1-c1ccc(Cl)cc1)N/N=C/C=C/c1ccccc1[N+](=O)[O-]	0.0	30.7	0.834	-0.9	0.0	16.6	2.7	53.6*	0.693
COC(=O)c1[nH]c2cccc(OC)c2c1NC(=O)CCN1CCN(c2ccccc2OC)CC1	-2.7	5.4	0.813	-0.3	-1.6	18.7	-4.8	-6.2	0.946
Cc1ccc(NC(=O)COC(=O)c2ccc([N+](=O)[O-])o2)cc1S(=O)(=O)N1CCCCCC1	-0.4	-18.2	0.982	-2.2	0.3	1.8	-2.6	-18.0	1.18
S=C(N/N=C/c1ccc(Cl)c(Cl)c1)Nc1ccccc1Cl	10.0	11.0	1.04	-0.2	-4.0	-3.6	-18.2	-6.0	0.89
Cc1ccn2cc(CCNC(=O)CC3CCCCC3)nc2c1	1.3	-15.1	1.06	6.3	0.0	-6.3	-9.1	-2.4	1.15
CCOc1ccc(NC(=O)CN(C)C(=O)Cn2cnc3c2c(=O)n(C)c(=O)n3C)cc1OCC	-3.1	3.2	0.963	33.7	0.1	3.7	-0.1	1.4	0.968
O=C(CSc1nnc(-c2cccs2)n1C1CC1)NCC1CCCO1 (centres undefined)	-0.2	11.1	0.967	3.3	-2.8	3.3	-5.4	-18.6	0.889
CCc1noc(C)c1C(=O)Nc1ccc(Cl)c(S(=O)(=O)N2CCCCC2)c1	-0.1	-14.0	1	-2.1	-0.1	-0.1	-9.9	-12.0	1.14
CCOC(=O)COc1nc(-c2ccc(Cl)cc2)cc(-c2ccco2)c1C#N	1.3	-1.1	1.45	-3.7	2.1	-45.2	-2.8	0.8	1.01
Cc1ccc(NC(=O)CN(C)S(=O)(=O)c2ccc3c(c2)n(C)c(=O)c(=O)n3C)cc1	-1.8	3.2	1.42	-4.0	-1.8	-41.8	-3.4	6.3	0.968
COc1ccc(CCN2C(=O)c3ccccc3C2(O)c2ncc[nH]2)cc1OC (centres undefined)	7.8	-6.4	1.31	-4.1	0.8	-31.0	-5.5	-3.5	1.06

Nothing new here: entries from further up.
SMILES	MPTP block	mIAP inh	hIAP act	A3A deaminase	beta cell repl	hIAP inh	APOBEC3G inh	ATG4B inh	mIAP act
CCc1noc(C)c1C(=O)Nc1ccc(Cl)c(S(=O)(=O)N2CCCCC2)c1	-0.1	-14.0	1	-2.1	-0.1	-0.1	-9.9	-12.0	1.14
CCOC(=O)COc1nc(-c2ccc(Cl)cc2)cc(-c2ccco2)c1C#N	1.3	-1.1	1.45	-3.7	2.1	-45.2	-2.8	0.8	1.01
Cc1ccc(NC(=O)CN(C)S(=O)(=O)c2ccc3c(c2)n(C)c(=O)c(=O)n3C)cc1	-1.8	3.2	1.42	-4.0	-1.8	-41.8	-3.4	6.3	0.968
COc1ccc(CCN2C(=O)c3ccccc3C2(O)c2ncc[nH]2)cc1OC (centres undefined)	7.8	-6.4	1.31	-4.1	0.8	-31.0	-5.5	-3.5	1.06

Carrying on:
SMILES	MPTP block	mIAP inh	hIAP act	A3A deaminase	beta cell repl	hIAP inh	APOBEC3G inh	ATG4B inh	mIAP act
Cc1ccc(N=C2C(=O)Nc3ccccc32)c(C)c1	0.2	3.6	0.886	1.1	0.7	11.4	-4.6	-3.8	0.964
C=CCSc1nc(C)cc(/C=C\c2ccccc2)c1C#N	1.4	1.5	1.21	-1.1	-1.4	-20.5	-7.8	0.3	0.985
CSc1ncccc1C(=O)NC(C)C1CC2CCC1C2 (centres undefined)	1.3	-6.2	0.862	-0.8	-0.3	13.8	-10.6	-11.9	1.06
Cc1ccc(C2=NN(CC(=O)O)C(=O)CC2)cc1	-0.2	6.1	1.07	9.8	-2.7	-6.7	-0.5	-5.7	0.939
CC(C)N(C(=O)COC(=O)c1cc(Cl)cc(Cl)c1N)C(C)C	2.9	7.2	0.96	1.4	-4.0	4.0	-0.3	-7.4	0.928
Cn1c(SCC(=O)NN2C(=O)NC(C)(c3ccccc3)C2=O)nnc1-c1ccncc1 (centres undefined)	-0.4	-8.0	1.05	14.5	2.7	-5.4	-1.0	-9.8	1.08
O=C(NCc1nnnn1-c1ccc(Cl)cc1)c1ccc(Br)o1	-1.1	1.5	0.995	-2.3	-0.3	0.5	-13.7	1.4	0.985
COCCn1c(N)c(Sc2ccccc2[N+](=O)[O-])c(=O)[nH]c1=O	0.7	6.6	1.05	5.7	-1.6	-4.6	2.8	9.6	0.934
COc1ccc(NS(=O)(=O)c2ccc(C)c(C(=O)O)c2)cc1	-0.6	-4.8	0.974	7.0	-1.6	2.6	-2.9	-2.3	1.05
Cc1c(NC(=S)NC(=O)C(C)(C)C)c(=O)n(-c2ccccc2)n1C	3.8	3.4	1.07	-2.5	-2.0	-6.9	-7.9	-0.3	0.966
CCS(=O)(=O)Nc1ccc(-c2nnc(SCC(=O)c3cccc(OC)c3)o2)cc1	1.5	6.0	1.01	-4.3	-1.6	-0.8	-3.9	-15.2	0.94
O=C(Cn1nc(-c2ccccc2Cl)ccc1=O)Nc1ccc(Br)cc1	-0.4	-2.7	0.937	2.1	-4.3	6.3	10.0	-3.7	1.03
CCOc1ccc(C2NC(=O)c3n[nH]c(C)c32)cc1 (centres undefined)	-0.6	-0.9	1.15	20.6	-2.2	-14.5	-11.6	-6.0	1.01
COc1ccc(NC(=S)N2CCC(N(C)CC3CCCO3)CC2)cc1Cl (centres undefined)	0.2	-13.5	1.22	-6.6	1.8	-22.3	-9.1	6.4	1.14
CC(=O)Nc1ccc(NC(=S)Nc2ccc(Br)cc2)cc1	97.8*	-14.3	1.03	0.4	1.0	-3.2	-6.2	1.4	1.14
O=C(COC(=O)c1cc2c(s1)CCC2)Nc1ccc(F)cc1	1.9	-6.5	1.18	45.2*	-2.5	-18.2	23.2	10.8	1.06
COc1cc(C2NC(=O)NC(C)=C2C(=O)Nc2cccc(C)c2C)cc(OC)c1OC (centres undefined)	1.3	-0.6	1.12	0.8	-0.7	-11.9	-2.6	-9.6	1.01
Cc1cc(NCCN2CCOCC2)n2nc(C)c(-c3ccccc3)c2n1	-0.5	-7.4	1.18	-4.2	0.7	-18.3	-6.2	-1.6	1.07
C#CCOCCOCCOCCNc1nc(N2CCN(C(=O)[C@H](CCCCN)n3cc(CN)nn3)CC2)nc(N2CCN(C(=O)[C@H](CO)n3cc([C@@H](N)C(C)C)nn3)CC2)n1	1.0	-5.3	0.936	4.8	2.9	6.4	-0.3	0.5	1.05
Cc1cc(C(=O)CSc2nc(N)cc(=O)[nH]2)c(C)n1-c1cccc(F)c1	63.2*	13.5	0.944	-6.0	-2.7	5.6	-4.6	-9.8	0.865
O=C(CN(CC1CCCO1)C(=O)CNS(=O)(=O)c1ccc(Cl)cc1)NCC1CCCO1 (centres undefined)	-1.1	-0.3	1.11	-1.8	-3.0	-11.1	-9.4	-2.7	1
CC1=CC(=C(C#N)C#N)C=C(C)N1CCN1CCN(C(=O)Nc2ccc(Cl)c(Cl)c2)CC1	8.5	-7.2	1.01	-5.7	-4.2	-1.5	-10.3	-2.9	1.07
O=S(=O)(NCc1ccccc1Cl)c1ccc(-n2cnnn2)cc1	-0.3	10.0	0.887	-2.1	-3.6	11.3	-6.6	-2.9	0.9
CC(C)CNCC(=O)N1c2ccccc2Sc2ccccc21	32.1	4.0	1.04	-0.4	1.3	-4.0	-5.2	1.2	0.96
COc1ccccc1N(C)S(=O)(=O)c1ccc(Cl)c(C(=O)N2CCC(C(N)=O)CC2)c1	0.3	-2.3	1.07	1.5	-3.7	-7.0	-1.1	-7.8	1.02
COc1ccccc1/C=C/C(=O)NCC(=O)N/N=C/c1ccc(C(=O)O)cc1	-0.7	11.8	1.03	1.3	0.4	-3.0	-3.4	-4.6	0.882
CC1CCCN(CC(=O)Nc2ccc(S(=O)(=O)NC3CCCCC3)cc2)C1 (centres undefined)	1.3	-14.7	1.05	-4.3	-2.2	-5.1	-5.7	9.8	1.15
Cc1ccccc1OCCCCN1CCCCC1	-1.1	-2.1	1.11	-1.9	-0.3	-10.6	-4.6	6.0	1.02
Cn1c(SCc2nc(-c3ccc(Cl)cc3)no2)nnc1-c1ccccc1	1.2	-1.9	0.941	-0.8	-0.3	5.9	-3.4	1.3	1.02
COc1ccc(C2=NCC(CSc3nccc(=O)[nH]3)S2)cc1 (centres undefined)	0.1	1.3	1.03	-3.4	-3.5	-2.8	-3.5	-0.9	0.987
O=C(O)c1cccc(Cn2c(Cl)c(/C=N/Nc3ccccc3)sc2=O)c1	-0.9	19.6	0.945	-1.5	-5.6	5.5	-2.0	27.5	0.805
O=C(Nc1ccc(Cl)cc1)C1CCCN1C(=O)NCc1ccccc1 (centres undefined)	-0.2	-12.5	1.05	1.6	-1.7	-4.8	-3.2	-2.4	1.12
Cc1cc(C)cc(NC(=S)Nc2cccc3cnccc23)c1	-0.2	-13.0	1.13	-0.4	-5.1	-12.8	10.3	-2.0	1.13
Cn1c(/C(C#N)=C(\O)COc2ccc3ccccc3c2)nc2ccccc21	3.0	0.2	1.37	-6.9	-4.3	-36.6	-0.2	-3.9	0.998

Ordered by count of non-hydrogen atoms (highest first): part of the list above.
SMILES	MPTP block	mIAP inh	hIAP act	A3A deaminase	beta cell repl	hIAP inh	APOBEC3G inh	ATG4B inh	mIAP act
Cn1c(/C(C#N)=C(\O)COc2ccc3ccccc3c2)nc2ccccc21	3.0	0.2	1.37	-6.9	-4.3	-36.6	-0.2	-3.9	0.998
O=C(O)c1cccc(Cn2c(Cl)c(/C=N/Nc3ccccc3)sc2=O)c1	-0.9	19.6	0.945	-1.5	-5.6	5.5	-2.0	27.5	0.805
COc1ccc(C2=NCC(CSc3nccc(=O)[nH]3)S2)cc1 (centres undefined)	0.1	1.3	1.03	-3.4	-3.5	-2.8	-3.5	-0.9	0.987
